Assay outcomes as filed in PubChem.
Ba/F3 V617F tox – loss of viability in JAK2V617F-driven Ba/F3 cells; 220,000 compounds, 1.1% hits; Ba/F3 EpoR-JAK2V617F viability, ATP luminescence; inhibition, % at 5.6 µM;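 active means inhibition above the campaign mean plus 3 SD over all tested compounds, cut at about 24% in these data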;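 further: cytokine-independent growth of Ba/F3 cells driven by EpoR plus mutant JAK2; 0% = DMSO-treated cells and 100% = JAK inhibitor I control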
Wee1 stabilizer – human Wee1 degradation inhibition, primary screen; P30291; HeLa Luc-Wee1K328M stability, luciferase luminescence; 100% = proteasome inhibitor MG132 effect; reporter increase, % at 5 µM; 220,000 compounds, 1.2% hits;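 active means activation above the mean of all tested compounds plus 3 SD, set per screening run, cut at about 8.8% in these data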;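 further: cells exposed to compound for 20 h before luminescence read; 0% = DMSO alone and 100% = MG132 at 30 µM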
Target sequence (P30291 whole entry K328M): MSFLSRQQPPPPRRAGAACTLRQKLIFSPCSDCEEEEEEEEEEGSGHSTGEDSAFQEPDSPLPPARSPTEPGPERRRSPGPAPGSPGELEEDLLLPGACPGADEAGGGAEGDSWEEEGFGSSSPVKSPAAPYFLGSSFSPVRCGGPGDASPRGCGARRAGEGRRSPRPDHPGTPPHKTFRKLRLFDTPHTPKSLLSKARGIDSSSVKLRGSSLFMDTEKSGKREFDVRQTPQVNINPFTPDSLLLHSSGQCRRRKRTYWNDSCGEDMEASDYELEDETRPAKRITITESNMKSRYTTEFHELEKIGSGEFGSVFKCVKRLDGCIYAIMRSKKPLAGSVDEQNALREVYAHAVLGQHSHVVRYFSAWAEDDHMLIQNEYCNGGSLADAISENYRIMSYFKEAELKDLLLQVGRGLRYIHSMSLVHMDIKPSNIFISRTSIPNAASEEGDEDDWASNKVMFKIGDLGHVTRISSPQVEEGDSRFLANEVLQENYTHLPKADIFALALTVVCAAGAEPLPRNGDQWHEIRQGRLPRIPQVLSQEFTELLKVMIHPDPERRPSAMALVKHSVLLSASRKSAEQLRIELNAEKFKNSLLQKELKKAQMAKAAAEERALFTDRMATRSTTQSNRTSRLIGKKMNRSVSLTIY
TNF death inh – blocks TNF-alpha induced death of Jurkat FADD-/- cells; Jurkat FADD-/- TNF necroptosis rescue, ATP luminescence, 24 h; 0 = TNF only, 100 = no-TNF cells; activation (protection from cell death), % at 10 µM; 220,000 compounds, 0.068% hits;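 active means activation, meaning protection from cell death, of at least 50% relative to plate controls; inactive means activation below 50%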;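 further: necroptosis triggered by 40 ng/mL TNF-alpha added together with compound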
zfTRPN1 agonist – agonists of zebrafish TRPN1 channel | HEK293 zebrafish TRPN1-YFP, Fluo-8 calcium fluorescence; 100% = response to 87 µM carbachol | activation, % at 3 µM | 220,000 compounds, 0.18% hits | AID 1424;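 active means activation above its plate's cutoff, the mean activation of test wells on that plate plus 3 SD, cut at about 19% in these data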;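 further: 0% = DMSO alone and 100% = 87 µM carbachol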
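Material: zebrafish TRPN1-YFP in HEK293 cells; Doses: single test compound dose, 3 µM nominal, 0.3% DMSO; Timing: dye loading 1 h at 37 °C, then 30 min room temperature; Technique: intracellular calcium fluorescence with Fluo-8; Benchmarks: high carbachol 87 µM, low DMSO alone.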
PPC-1+TRAIL kill – compounds killing PPC-1 cancer cells with TRAIL present (potentiator screen, no TRAIL-free arm); PPC-1 cells + TRAIL, ATPLite viability luminescence; cell killing (% activity), % at 4 µM; 220,000 compounds, 0.41% hits; AID 1443;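 active means cell killing above 50% in the first pass at 4 µM, then a duplicate retest at 5 µM averaging 50% or more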;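 further: plate controls were cells with TRAIL plus DMSO for no effect and medium-only wells lacking cells for full effect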
RBBP9 inh – inhibitors of human serine hydrolase RBBP9 | O75884 | recombinant RBBP9, FP-Rh probe fluorescence polarization | inhibition, % at 7.94 µM | 220,000 compounds, 0.2% hits;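 active means inhibition above the campaign mean of all tested compounds plus 3 SD, cut at about 14% in these data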;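 further: plate controls were DMSO wells with RBBP9 for no effect and wells lacking RBBP9 protein for full effect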
Target sequence (O75884 whole entry, looked up): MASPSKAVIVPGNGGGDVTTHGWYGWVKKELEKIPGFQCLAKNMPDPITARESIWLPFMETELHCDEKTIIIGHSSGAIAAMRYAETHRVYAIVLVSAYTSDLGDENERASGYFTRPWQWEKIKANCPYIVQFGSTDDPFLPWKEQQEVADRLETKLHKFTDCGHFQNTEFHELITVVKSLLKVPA
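Test system – recombinant human RBBP9 · Input – RBBP9 2.5 µM in dispensing solution, pre-mixing · Medium – Tris buffer pH 8.0, NaCl, Pluronic · Schedule – preincubation 30 min plus labeling 45 min at 25 °C · Measured by – fluorescence polarization · Measure – % inhibition · Controls – DMSO and no-protein wells · Replicates – one well per compound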
BaF3 parental – parental Ba/F3 viability inhibition as JAK2V617F counter-screen | AID 1486 | 220,000 compounds, 1.1% hits | inhibition, % at 5.6 µM | CellTiter-Glo ATP luminescence;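 active means inhibition above a per-campaign cutoff, the mean inhibition of all tested compounds plus 3 SD, cut at about 27% in these data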;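 further: 0% = DMSO wells and 100% = JAK Inhibitor I control wells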
TRPML3 agonist – agonists of human TRPML3 channel | Q8TDD5 | HEK293 TRPML3-YFP, Fluo-8 calcium fluorescence; 100% = the carbachol control signal | activation, % at 3 µM | 220,000 compounds, 0.29% hits;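 active means activation above its plate's cutoff, the mean activation of the plate's test wells plus 3 SD, cut at about 12% in these data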;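 further: 0% = DMSO only wells and 100% = carbachol wells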
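Material: HEK293 cells stably carrying human TRPML3-YFP; compound dosing: single dose, 3 µM final nominal compound, 0.3% DMSO final; incubation: 1-h 37 °C dye load, 5-s basal, 120-s post-compound reads; technique: Fluo-8 intracellular calcium fluorescence, excitation 470-495 nm, emission 515-575 nm; read-out basis: percent activation from peak-to-basal fluorescence ratio, scaled between DMSO and carbachol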
CHOP inhibitor – inhibitors of CHOP induction in ER stress response; AID 2732; inhibition, % at 10 µM; 220,000 compounds, 3.8% hits; CHO-K1 CHOP-promoter luciferase, tunicamycin-induced, 15-18 h;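 active means compounds that reduced the stress-induced luciferase reporter signal by more than about 70% of percent inhibition, limit read from the data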;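 further: 0% = tunicamycin plus vehicle and 100% = wells without tunicamycin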
Starred values were filed as active, the others as inactive.

C=CCOc1ccc(C2N3CC4(CC)CN2CC(CC)(C3)C4=O)cc1 (centres undefined) was read as Ba/F3 V617F tox -3, Wee1 stabilizer -1, TNF death inh 3.0, zfTRPN1 agonist 0.0, PPC-1+TRAIL kill 20, RBBP9 inh -9, BaF3 parental -1, TRPML3 agonist 0.1 and CHOP inhibitor 47.
`CC(C)CNC(=S)NNC(=O)c1ccc(OC(F)F)cc1` gave Ba/F3 V617F tox 0, Wee1 stabilizer 0, TNF death inh -1.2, zfTRPN1 agonist 1.0, PPC-1+TRAIL kill 8, RBBP9 inh 3, BaF3 parental 7, TRPML3 agonist 0.2 and CHOP inhibitor -15.
`C=CCN1C(=NC(=O)CCCC(=O)O)SC2CS(=O)(=O)CC21` (centres undefined) gave Ba/F3 V617F tox 0, Wee1 stabilizer 1, TNF death inh 0.4, zfTRPN1 agonist -0.6, PPC-1+TRAIL kill 17, RBBP9 inh 0, BaF3 parental 1, TRPML3 agonist 0.5 and CHOP inhibitor 22.
COCCCNC(=O)C1CCC(CNS(=O)(=O)c2ccc(C)cc2)CC1 (centres undefined) was read as Ba/F3 V617F tox -2, Wee1 stabilizer 1, TNF death inh 0.9, zfTRPN1 agonist 0.6, PPC-1+TRAIL kill 6, RBBP9 inh -5, BaF3 parental -2, TRPML3 agonist 1.2 and CHOP inhibitor -5.
C[C@H]1CC[C@H]2C(=O)N3[C@H](c4ccccc4Br)[C@@H](C)CC[C@H]3C(=O)N2[C@@H]1c1ccccc1Br was read as Ba/F3 V617F tox -2, Wee1 stabilizer 2, TNF death inh -1.2, zfTRPN1 agonist 0.6, PPC-1+TRAIL kill -5, RBBP9 inh -13, BaF3 parental 5, TRPML3 agonist 4.9 and CHOP inhibitor 85*.
O=C(CCC1CCCN(C(=O)c2cncs2)C1)NCc1ccc(F)c(F)c1 (centres undefined) was read as Ba/F3 V617F tox -3, Wee1 stabilizer -1, TNF death inh 3.9, zfTRPN1 agonist -0.6, PPC-1+TRAIL kill 26, RBBP9 inh -2, BaF3 parental 1, TRPML3 agonist -0.2 and CHOP inhibitor -14.
Screening CC(=O)c1coc2c1cc(O)c1ccccc12 returned Ba/F3 V617F tox -4, Wee1 stabilizer -3, TNF death inh -2.3, zfTRPN1 agonist -0.5, PPC-1+TRAIL kill 6, RBBP9 inh -7, BaF3 parental 2, TRPML3 agonist 0.3 and CHOP inhibitor 3.
CCOC(=O)c1c(NC(=O)c2ccco2)sc(C(=O)N2CCCC2)c1C was read as Ba/F3 V617F tox 0, Wee1 stabilizer 5, TNF death inh -0.5, zfTRPN1 agonist 1.8, PPC-1+TRAIL kill 13, RBBP9 inh -2, BaF3 parental 4, TRPML3 agonist 1.0 and CHOP inhibitor 1.
Screening O=C1c2ccccc2-c2onc3c(Oc4ccccc4)cc(O)c1c23 returned Ba/F3 V617F tox 5, Wee1 stabilizer 2, TNF death inh -2.7, zfTRPN1 agonist 0.4, PPC-1+TRAIL kill 22, RBBP9 inh -1, BaF3 parental 7, TRPML3 agonist 1.0 and CHOP inhibitor 23.
`CCCCNC(=O)NC1CCCC1` gave Ba/F3 V617F tox -6, Wee1 stabilizer 1, TNF death inh 1.8, zfTRPN1 agonist -1.5, PPC-1+TRAIL kill 10, RBBP9 inh -2, BaF3 parental 3, TRPML3 agonist 1.0 and CHOP inhibitor 9.
Cc1ccc(C(=O)Oc2ccc([N+](=O)[O-])cc2)cc1S(=O)(=O)N1CCCCCC1 was read as Ba/F3 V617F tox 5, Wee1 stabilizer 1, TNF death inh -2.5, zfTRPN1 agonist 1.4, PPC-1+TRAIL kill -11, RBBP9 inh -7, BaF3 parental 7, TRPML3 agonist -0.2 and CHOP inhibitor 40.
Screening O=C1CCCc2c1nc(-c1ccccc1)n2O returned Ba/F3 V617F tox 1, Wee1 stabilizer -2, TNF death inh -1.5, zfTRPN1 agonist 1.2, PPC-1+TRAIL kill 17, RBBP9 inh -5, BaF3 parental 3, TRPML3 agonist -0.4 and CHOP inhibitor -22.
For COC(=O)c1cc2ccsc2n1CC(=O)Nc1cc(C)cc(C)c1 the results were Ba/F3 V617F tox 0, Wee1 stabilizer 0, TNF death inh 0.3, zfTRPN1 agonist 0.3, PPC-1+TRAIL kill 12, RBBP9 inh -1, BaF3 parental 1, TRPML3 agonist 0.3 and CHOP inhibitor 43.
`Cn1c(=O)[nH]c(=O)c2c1nc(OC(=O)c1ccccc1)n2CC(O)COc1ccc(F)cc1` (centres undefined) gave Ba/F3 V617F tox -1, Wee1 stabilizer 0, TNF death inh 0.8, zfTRPN1 agonist -0.1, PPC-1+TRAIL kill 3, RBBP9 inh -5, BaF3 parental 6, TRPML3 agonist 1.3 and CHOP inhibitor -18.
COc1cccc(-c2nnc(SCC(=O)N(C(C)C)C(C)C)o2)c1 was read as Ba/F3 V617F tox -1, Wee1 stabilizer -2, TNF death inh 1.4, zfTRPN1 agonist 0.5, PPC-1+TRAIL kill 13, RBBP9 inh -4, BaF3 parental 6, TRPML3 agonist 0.3 and CHOP inhibitor 9.
`COc1ccc(C2CC(c3ccccc3)=NN2S(=O)(=O)c2ccccc2)c(OC)c1` (centres undefined) gave Ba/F3 V617F tox -2, Wee1 stabilizer 0, TNF death inh 1.4, zfTRPN1 agonist 1.3, PPC-1+TRAIL kill 6, RBBP9 inh 5, BaF3 parental 5, TRPML3 agonist 0.8 and CHOP inhibitor 9.
Screening O=C(/C=C/c1cccs1)c1cc(Cl)ccc1O returned Ba/F3 V617F tox -1, Wee1 stabilizer -1, TNF death inh -0.3, zfTRPN1 agonist -2.2, PPC-1+TRAIL kill 8, RBBP9 inh -5, BaF3 parental 7, TRPML3 agonist 0.0 and CHOP inhibitor 55.
Cn1c(CCCOc2ccc(Cl)cc2Cl)nnc1SCC(=O)Nc1cccc(F)c1 was read as Ba/F3 V617F tox -2, Wee1 stabilizer 0, TNF death inh 0.9, zfTRPN1 agonist 0.4, PPC-1+TRAIL kill -3, RBBP9 inh -6, BaF3 parental 0, TRPML3 agonist 0.5 and CHOP inhibitor 62.
`Clc1ccc(OCCN2CCCCC2)cc1Cl` gave Ba/F3 V617F tox 4, Wee1 stabilizer -2, TNF death inh 2.0, zfTRPN1 agonist 0.5, PPC-1+TRAIL kill -27, RBBP9 inh 3, BaF3 parental 12, TRPML3 agonist 1.0 and CHOP inhibitor 7.
COc1ccc(-c2noc(-c3ccc(Cl)cc3[N+](=O)[O-])n2)cc1OC was read as Ba/F3 V617F tox -6, Wee1 stabilizer 4, TNF death inh 2.1, zfTRPN1 agonist 0.5, PPC-1+TRAIL kill 2, RBBP9 inh 1, BaF3 parental -2, TRPML3 agonist 0.7 and CHOP inhibitor -14.

The list goes on, starting with the last two of the part before.
`Clc1ccc(OCCN2CCCCC2)cc1Cl` gave Ba/F3 V617F tox 4, Wee1 stabilizer -2, TNF death inh 2.0, zfTRPN1 agonist 0.5, PPC-1+TRAIL kill -27, RBBP9 inh 3, BaF3 parental 12, TRPML3 agonist 1.0 and CHOP inhibitor 7.
COc1ccc(-c2noc(-c3ccc(Cl)cc3[N+](=O)[O-])n2)cc1OC was read as Ba/F3 V617F tox -6, Wee1 stabilizer 4, TNF death inh 2.1, zfTRPN1 agonist 0.5, PPC-1+TRAIL kill 2, RBBP9 inh 1, BaF3 parental -2, TRPML3 agonist 0.7 and CHOP inhibitor -14.
Screening O=C(Nc1cccc(Cl)c1)OCc1ccccn1 returned Ba/F3 V617F tox 2, Wee1 stabilizer 7, TNF death inh 0.9, zfTRPN1 agonist -0.8, PPC-1+TRAIL kill -24, RBBP9 inh 0, BaF3 parental 2, TRPML3 agonist -0.5 and CHOP inhibitor 7.
For COc1cccc(-c2noc(C3CCCN(C(=O)Cc4ccccc4)C3)n2)c1 (centres undefined) the results were Ba/F3 V617F tox 2, Wee1 stabilizer 4, TNF death inh -1.5, zfTRPN1 agonist -0.2, PPC-1+TRAIL kill 27, RBBP9 inh -8, BaF3 parental 2, TRPML3 agonist -0.8 and CHOP inhibitor 15.
Screening Cc1ccccc1NC(=O)c1ccc(S(=O)(=O)C(F)F)cc1 returned Ba/F3 V617F tox -7, Wee1 stabilizer 0, TNF death inh 3.1, zfTRPN1 agonist -1.4, PPC-1+TRAIL kill 18, RBBP9 inh -2, BaF3 parental -2, TRPML3 agonist -0.2 and CHOP inhibitor 7.
Screening CCC(C)NC(=O)c1ccccc1-c1nc2ccccc2[nH]1 (centres undefined) returned Ba/F3 V617F tox -2, Wee1 stabilizer 0, TNF death inh 1.0, zfTRPN1 agonist 0.7, PPC-1+TRAIL kill -4, RBBP9 inh -7, BaF3 parental 2, TRPML3 agonist 0.0 and CHOP inhibitor 9.
`CCc1nc2ccc(C)cc2c(C(=O)Oc2cccc3cccnc23)c1C` gave Ba/F3 V617F tox 3, Wee1 stabilizer 5, TNF death inh -1.4, zfTRPN1 agonist 0.4, PPC-1+TRAIL kill 11, RBBP9 inh -11, BaF3 parental 1, TRPML3 agonist -0.1 and CHOP inhibitor 54.
CN(CCC#N)S(=O)(=O)c1ccc2[nH]cc(C(=O)NCCc3ccccc3)c(=O)c2c1 was read as Ba/F3 V617F tox 0, Wee1 stabilizer 5, TNF death inh 1.2, zfTRPN1 agonist 0.0, PPC-1+TRAIL kill 3, RBBP9 inh -9, BaF3 parental 7, TRPML3 agonist 0.3 and CHOP inhibitor 8.
`O=C1c2cccc(OCC(=O)N3N=C(c4cccs4)CC3c3ccc(F)cc3)c2CCN1Cc1ccccc1` (centres undefined) gave Ba/F3 V617F tox -4, Wee1 stabilizer 1, TNF death inh 1.1, zfTRPN1 agonist -0.8, PPC-1+TRAIL kill 10, RBBP9 inh -5, BaF3 parental 5, TRPML3 agonist 0.3 and CHOP inhibitor 13.
Screening Nc1sccc1C(=O)c1ccccc1 returned Ba/F3 V617F tox 2, Wee1 stabilizer 2, TNF death inh -0.9, zfTRPN1 agonist 2.0, PPC-1+TRAIL kill 13, RBBP9 inh -3, BaF3 parental -2, TRPML3 agonist 0.9 and CHOP inhibitor 18.
CN(C)CCOC(=O)C12CC3(C)CC(C)(CC(C)(C3)C1)C2 was read as Ba/F3 V617F tox -4, Wee1 stabilizer -1, TNF death inh 0.1, zfTRPN1 agonist 0.1, PPC-1+TRAIL kill -6, RBBP9 inh -8, BaF3 parental 1, TRPML3 agonist 1.2 and CHOP inhibitor 94*.
